AmpC detergent: blocks E. coli AmpC beta-lactamase in detergent assay. P00811. AmpC hydrolysis of nitrocefin, absorbance 480 nm, 0.01% Triton. 0.041% of 370,000 active. Potency, µM (highest dose often 114 µM), without a hit: at the top dose activity change, negative = inhibition, hits mostly inhibitors;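 also: potency is read from the fitted curve at half-maximal effect; 0% = no-compound wells and -100% = no-enzyme wells; nearly all actives have a fitted effect of over 25% in size; some results filed as inactive show a strong effect at the top dose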
Target sequence (P00811 whole entry, looked up): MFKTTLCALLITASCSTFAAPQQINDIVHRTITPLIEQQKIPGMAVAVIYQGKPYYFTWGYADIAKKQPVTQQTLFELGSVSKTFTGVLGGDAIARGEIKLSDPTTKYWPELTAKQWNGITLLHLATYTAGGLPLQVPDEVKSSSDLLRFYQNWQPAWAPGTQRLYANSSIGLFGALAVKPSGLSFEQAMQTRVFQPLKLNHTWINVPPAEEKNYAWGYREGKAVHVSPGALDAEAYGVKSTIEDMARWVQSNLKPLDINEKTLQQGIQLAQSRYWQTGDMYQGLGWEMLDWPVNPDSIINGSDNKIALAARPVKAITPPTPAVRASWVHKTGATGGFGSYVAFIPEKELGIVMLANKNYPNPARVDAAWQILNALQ
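20 mM phosphate pH 7.0 + 0.01% (detergent screen) or 0.0001% Triton X-100; 5.3 nM AmpC reagent; cpd preinc 15 min RT; nitrocefin (800 uM stock) to start; A480 q20 s × 4 min; Activity was normalised to no-enzyme and no-compound control wells.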
LmPK inh: blocks Leishmania mexicana pyruvate kinase activity. purified LmPK, Kinase-Glo ATP luminescence, 1 h. Potency, µM (highest dose often 57.5 µM), without a hit: at the top dose activity change, negative = inhibition, most hits filed as inhibitors. 0.37% of 290,000 active; also: potency is read from the fitted curve at half-maximal effect
Target sequence (Q27686 whole entry, looked up): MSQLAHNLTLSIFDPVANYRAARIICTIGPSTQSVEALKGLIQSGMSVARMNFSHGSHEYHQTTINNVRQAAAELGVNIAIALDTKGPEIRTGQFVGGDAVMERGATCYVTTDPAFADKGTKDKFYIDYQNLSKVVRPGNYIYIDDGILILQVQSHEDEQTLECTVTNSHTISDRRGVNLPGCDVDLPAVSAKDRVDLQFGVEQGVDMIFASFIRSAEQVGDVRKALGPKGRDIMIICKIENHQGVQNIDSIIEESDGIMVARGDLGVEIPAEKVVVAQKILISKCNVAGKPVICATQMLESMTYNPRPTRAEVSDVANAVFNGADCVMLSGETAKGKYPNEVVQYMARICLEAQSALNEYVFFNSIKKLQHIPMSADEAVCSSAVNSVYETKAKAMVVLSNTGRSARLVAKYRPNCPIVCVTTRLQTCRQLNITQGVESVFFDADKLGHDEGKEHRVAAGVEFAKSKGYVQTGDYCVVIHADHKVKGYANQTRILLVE
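In 50 mM imidazole pH 7.2 with 7 mM MgCl2, LmPK (0.1 nM) turned over PEP (0.5 mM) and ADP (0.1 mM) for 1 h at room temperature. Luciferase read-out of ATP.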
HCV inhibitor: blocks hepatitis C virus. Potency, µM (doses to about 41.8 µM), for the others: top-dose activity change, negative = inhibition, most hits filed as inhibitors. 3.4% of 340,000 active. Huh7.5.1 HCVcc-Cre infection, luciferase reporter, 44 h. AID 651820; also: potency is read from the fitted curve at half-maximal effect
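Infectious HCVcc-Cre (~0.5 moi) was added to cells just after compound, with cells seeded 4 h earlier at 1,000 per well. Luciferase activity after 44 h culture reported infection; substrate was incubated 15 min at room temperature before reading.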
HCMV inh: human cytomegalovirus inhibition; HFF cells, HCMV-luciferase reporter, 72 h; hits give low values; activity change, negative = inhibition, % at 57.5 µM; 4.5% of 410,000 active; in the data active = activity change below about -60%; inconclusive = no clear call, values can overlap the other calls; inactive = above about -39%
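Steps: HFFs plated, 16 h 37C; compounds added; HCMV-luciferase added to MOI 1 PFU/cell; 72 h 37C; OneGlo reagent, 5 min room temperature; luminescence read, normalized to controls.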
Tb PYK inh: T. brucei pyruvate kinase inhibition; Potency, µM (titrated, usually from 76.8 µM), for the others: at the top dose activity, negative = inhibition, most hits filed as inhibitors; 0.12% of 410,000 active; TbPYK enzyme, Kinase-Glo Plus ATP luminescence, 45 min; Q57TT1; also: potency is read from the fitted curve at half-maximal effect; nearly all actives have a fitted effect of over 50% in size
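ADP (130 uM final) triggers the TbPYK reaction after compound addition; incubation is 45 min at room temperature. Kinase-Glo Plus is then added and luminescence imaged. Normalized data are fitted to concentration-effect curves.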
AMA1 RON2 block: disrupts binding of P. falciparum AMA1 to RON2; AlphaScreen AMA1-biotinylated RON2 peptide binding; Potency, µM (doses to about 58.2 µM), without a hit: at the highest dose activity change, negative = inhibition, usual class: inhibitors; AID 720542; 0.2% of 360,000 active;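 also: potency is read from the fitted curve at half-maximal effect; 0% = vehicle wells and -100% = peptide control; nearly all actives have a fitted effect of over 45% in size; some results filed as inactive show a strong effect at the top dose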
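AMA1 (3D7) with his tag at 25 nM final met compounds first, then biotinylated RON2 peptide at 25 nM; detection used donor plus acceptor beads, 10 µg/mL apiece, read by AlphaScreen after 30 min at room temperature.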
AmpC no deterg: blocks E. coli AmpC beta-lactamase in detergent-free assay; P00811; AmpC nitrocefin hydrolysis, absorbance 480 nm, 0.0001% Triton; Potency, µM (highest dose often 57.1 µM), without a hit: top-dose activity change, negative = inhibition, usual class: inhibitors; 0.52% of 330,000 active; AID 485341;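 also: potency is read from the fitted curve at half-maximal effect; plate controls were no compound for no effect and no enzyme for full effect; nearly all actives have a fitted effect of over 20% in size; some results filed as inactive show a strong effect at the top dose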
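AmpC (5.3 nM in the dispensed reagent) in 20 mM phosphate pH 7.0 with 0.01% (detergent screen) or 0.0001% Triton X-100 was preincubated with compounds for 15 min at room temperature. Nitrocefin was then added from an 800 uM solution, and hydrolysis was followed at 480 nm.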
The depositor's hits bear a star; ? = inconclusive; . = not tested or not shown; [ ] = another dose, or the depositor's remark. Unless noted, calls follow the shape of the dose curve; as a rule, active = well fitted curve in the direction sought with a large enough effect; inconclusive = small, poorly fitted or top-dose-only effect, or another doubt; inactive = no such curve, though single readings can be large; an effect the other way counts as inactive or inconclusive. Unless noted, % is scaled to controls: 0 for no effect and ±100 for the full control effect.

SMILES | AmpC detergent | LmPK inh | HCV inhibitor | HCMV inh | Tb PYK inh | AMA1 RON2 block | AmpC no deterg
COc1ccc(S(=O)(=O)N2CCc3ccccc32)cc1C(=O)NCCc1ccc(S(N)(=O)=O)cc1 | . | . | -6% | -4 | -3% | -6% | -19%
COc1ccc(/C=C2\N=C(C)OC2=O)cc1[N+](=O)[O-] | 6% | 2% | 1% | 23 | -8% | -15% | -15%
C=CCn1c(SCC(=O)N2CCOCC2)nc(O)c(Cc2ccccc2)c1=O | -10% | 0% | 11% | 4 | -2% | 7% | -10%
Cc1ccccc1S(=O)(=O)Cc1ccc(C(=O)NCc2cccs2)o1 | ? | 7% | -10% | 42 | 2% | -10% | -25%
Cc1c(C(=O)NCC(C)(C)N2CCOCC2)oc2ccccc12 | 4% | . | 29% | 3 | -9% | -5% | 3%
CN1CCN(C(=O)C2CCC(=O)N(CCc3cccc(F)c3)C2)CC1 (stereo not drawn) | 1% | -7% | 13% | 5 | 1% | 7% | 31%
COc1ccc(NS(=O)(=O)c2ccc(C)c(C(=O)NCCCN3CCCC3=O)c2)cc1 | ? | . | 22% | -1 | 4% | 2%[11.6 µM] | -9%
CC(=O)Nc1ccc2nc(CN3CCN(CC=C(C)C)C(CCO)C3)ccc2c1 (stereo not drawn) | 7% | 3% | 5% | -33 | -1% | -7% | 1%
COc1ccc(C(=O)NCCc2ccc(S(N)(=O)=O)cc2)cc1OC | -9% | -1% | -9% | 20 | 0% | 29% | -18%
COc1ccc(S(=O)(=O)N(C)[C@H]2C[C@H]3c4cc(-c5ccccc5)ccc4CCN3C(=O)[C@H]2[C@H](C)O)cc1 | . | . | . | -16 | 2% | -20% | .
N/C(=N\O)c1ccc(N2CCN(c3ncccc3C(F)(F)F)CC2)nc1 | -12% | 0% | -27% | 9 | 4% | -11% | 1%
C[C@H](c1ccccc1)N1C[C@H](COCc2ccccc2)Oc2cc(N3CC[C@@H](O)C3)ccc2S1(=O)=O | . | . | . | -1 | -8% | -13% | .
CC1=NC(C)(C)Cc2c(C)cccc21 | 2% | -6% | 5% | 12 | -6% | 9% | 4%
Cc1ccc(C(=O)NNC(=O)c2cccc(Br)c2)cc1 | -9% | -6% | 29% | ? | 5% | 37%[activator] | -21%
COc1cc2nc(NC(=O)c3ccc(S(=O)(=O)N4CCCC4)cc3)sc2cc1OC | 7% | . | . | -63* | 3% | . | .
Cc1ccc(F)cc1NC(=O)CN1C(=O)NC2(CCCc3ccccc32)C1=O (stereo not drawn) | 4% | . | 13% | -18 | -2% | -8% | -38%
O=C(CCNC(=O)C1CCN(S(=O)(=O)c2ccccc2)CC1)NCc1ccccc1Cl | -4% | 5% | 0% | 0 | -1% | -4% | 63%[activator]
Cc1ccc(CNC(=O)c2ccc3c(O)c(S(=O)(=O)c4ccc(Cl)cc4)c(=O)[nH]c3c2)cc1 | 19% | . | . | 23 | -9% | . | .
CCCN1C(=O)/C(=C/c2ccc3c(c2)OCO3)NC1=S | ? | 8% | 13% | 31 | -12% | 27% | -28%
COc1ccc(C(N)c2csc(NC(=O)Nc3cccc(C(F)(F)F)c3)n2)cc1 (stereo not drawn) | . | . | . | -39 | -5% | 56%[activator] | .
CCOC(=O)NC(NCc1ccccc1)(C(F)(F)F)C(F)(F)F | -13% | 0% | 14% | -8 | 1% | -4% | -5%
NS(=O)(=O)c1ccc(CCNC(=O)CCc2nc3ccccc3s2)cc1 | -4% | -2% | -7% | 43 | -2% | -2% | -6%
CNCCOc1ccc(Cl)c(Cl)c1 | -1% | 1% | ? | -20 | -20% | -17% | -3%
O=C(CNC(=O)c1ccccc1F)OCC(=O)N1CCCc2ccccc21 | -1% | 8% | 0% | ? | 3% | 8% | -3%
Cc1ccc(N2CC(C(=O)N3CCC(C(=O)Nc4nncs4)CC3)CC2=O)cc1 (stereo not drawn) | 6% | -20% | 4% | -13 | 2% | -9% | 3%
CC[C@@H](C)[C@@H](C(=O)N1CCN(C(=O)OC(C)(C)C)CC1)n1cc(CCCCNC(=O)OC(C)(C)C)nn1 | 10% | 9% | ? | -27 | 1% | -3% | 160%[activator]
O=C(NC(=O)c1ccc(Cl)cc1)OC1CCCCC1 | -11% | -1% | 17% | 3 | -2% | 3% | -10%
O=C(Cc1nc2ccccc2[nH]1)N/N=C/c1ccccc1 | -5% | -2% | 11% | -32 | 3% | 60%[activator] | -26%
CCOC(=O)c1sc2nc(C)nc(SC(C)C(=O)N(C)c3ccccc3)c2c1C (stereo not drawn) | -2% | . | ? | -64* | -3% | -3% | 79%[activator]
CCOCCCNC(=O)CCn1nc(-c2ccc(Cl)cc2)ccc1=O | -1% | -1% | 14% | 49 | 4% | 0% | 15%
Cc1cccc(OCC(=O)Nc2c(C(=O)N3CCN(c4ccccc4F)CC3)oc3ccccc23)c1 | -6% | . | . | -15 | -8% | . | .
CCN1C(=O)[C@@H]2[C@@H](c3ccc(-c4ccc(OC)cc4)cc3)N3CCCC[C@@]3(C(=O)OC)[C@@H]2C1=O | 0% | . | 3.2µM* | 26 | -8% | -1% | 73%[activator]
COc1ccccc1N(CC(=O)N(c1ccccc1)C(C)C)S(=O)(=O)c1cccs1 | -9% | 5% | -30% | 46 | 1% | 21% | 3%
COCOc1ccc(-c2ncc(OCCN3CCCC3=O)nc2NC(=O)c2cc3ccccc3s2)cc1 | . | . | . | -101* | -6% | -9% | .
COc1ccc(C(=O)CCS(=O)(=O)c2ccc(C)cc2)cc1 | -1% | -1% | 9% | ? | 4% | 3% | -13%
O=C1N/C(=N/c2ccccn2)SC1Cc1ccccc1 (stereo not drawn) | -5% | 6% | -6% | -25 | 0% | 42%[activator] | -1%
COc1cccc(-c2cnc(C(O)c3cc(C)ccc3C)[nH]2)c1 (stereo not drawn) | . | . | . | -25 | 1% | -17% | .
Cc1nn(Cc2ccc(F)cc2)c2sc(C(=O)Nc3ccccc3N3CCOCC3)cc12 | -16% | -6% | ? | ? | -4% | 13% | -13%
Cc1ccccc1NC(=O)CSc1ccc2nnc(-c3ccccn3)n2n1 | -1% | -5% | 8% | 15 | -9% | -24% | 2%
CN(C)CCN1C(=O)c2oc3ccccc3c(=O)c2C1c1ccc(F)cc1 (stereo not drawn) | -15% | -4% | 3% | -6 | 3% | 3% | -11%
O=C(O)c1cccc(Nc2cc(Cl)c3nonc3c2[N+](=O)[O-])c1 | ? | 3% | 2% | 0 | 2% | -3% | -35%
Cc1ccc(NC(=O)CN2CCCC2c2cccn2C)c(Br)c1 (stereo not drawn) | . | . | ? | -9 | 5% | -4% | 39%
Cc1ccc(C)c(-c2cc(C(=O)Nc3sc(C)c(C)c3C(N)=O)c3ccccc3n2)c1 | ? | 4% | 11µM* | -33 | -1% | -16% | -23%
CC1(C)CC(=O)C2=C(C1)OC(N)=C([N+](=O)[O-])C2c1ccc(C#N)s1 (stereo not drawn) | -7% | -8% | 26% | 0 | -15% | -22% | -23%
CC1(Oc2ccc(Cl)cc2)CCN(Cc2cccn2-c2nccs2)C1 (stereo not drawn) | . | . | . | -2 | -11% | -24% | .
Cc1ccc(S(=O)(=O)c2nc(Nc3nccs3)sc2Cl)cc1 | ? | -1% | ? | -18 | -2% | 47%[activator] | -45%
CCOC(=O)c1c(C)sc2c1N(C(=O)CN1CCOCC1)c1cc(Cl)ccc1S2 | ? | 11% | -11% | 16 | -7% | -9% | 159%[activator]
CC(C)/C=C/C(=O)N1CCCC(N2CCN(c3ccccc3F)CC2)C1 (stereo not drawn) | ? | -6% | -12% | -17 | 3% | -2% | 48%
CC1=NN(C(N)=S)C(=O)C1N=Nc1cccc(Cl)c1 (stereo not drawn) | -11% | 2% | 5% | 21 | 7% | 111%[activator] | -15%
C/C(=N\O)c1ccn(S(=O)(=O)c2ccc(Cl)cc2)c1 | 4% | 4% | 16% | 7 | -3% | -9% | -25%
N#C/C(=C\c1ccccc1)C(=O)NNS(=O)(=O)c1ccc(Br)cc1 | . | . | 11% | 2 | -16% | 99%[activator] | -26%
COc1ccccc1CNc1ncnc2c1nnn2Cc1ccccc1 | -14% | 1% | ? | 53 | 5% | 4% | 3%
COc1ccc2cc(C(=O)C3CCCN(C(=O)c4cncs4)C3)ccc2c1 (stereo not drawn) | 2% | -11% | -3% | 2 | 6% | -15% | 123%[activator]
N#C/C(=C\c1ccccc1)C(=O)N(c1ccccn1)C1CCCCC1 | -8% | -2% | 2% | 12 | 2% | -10% | -26%
CC(C)OCCCNC(=O)COCC(=O)Nc1ccc(OCCc2ccccc2)cc1 | -5% | -7% | ? | -17 | 0% | -7% | 179%[activator]
Cc1ccsc1C(=O)OCC(=O)NC1CCCC(C)C1C (stereo not drawn) | . | . | 14% | -14 | 5% | 12% | -9%
N#Cc1ccc(NC(=O)NN2CCCCCC2)cc1 | . | . | ? | -19 | 4% | 16% | .
COc1ccc(C2/C(=C(/O)c3ccc4c(c3)CC(C)O4)C(=O)C(=O)N2Cc2cccnc2)cc1 (stereo not drawn) | 3% | 3% | 14% | 0 | 4% | 2% | -32%
CCc1ccc(NC(=S)N2CCN(c3cccc(OC)c3)CC2)cc1 | 9% | 1% | -14% | -34 | -3% | 3% | -25%
Nc1ccn([C@@H]2O[C@H](C(=O)N3CCSC3)[C@@H](O)[C@H]2O)c(=O)n1 | . | . | . | -10 | 2% | -1% | .

(list continues)
SMILES | AmpC detergent | LmPK inh | HCV inhibitor | HCMV inh | Tb PYK inh | AMA1 RON2 block | AmpC no deterg
COc1ccc(NC(=S)Nc2ccc(F)cc2)cc1 | -4% | -2% | -9% | ? | 2% | 2% | -8%
Cc1ccc(NC(=O)C2CCN(S(C)(=O)=O)CC2)c(C)c1 | -7% | -5% | 7% | -7 | -1% | -1% | -24%
CCCc1c(C(=O)N/N=C/c2cccc(OCc3ccc(F)cc3)c2)nnn1-c1nonc1N | 0% | -2% | 17% | -14 | 1% | 14% | -39%
Cc1cc(C)n(C(=O)c2ccc(C)c(S(=O)(=O)N3CCCC3)c2)n1 | -7% | 0% | 14% | 44 | -4% | -12% | -30%

Arranged by length of the SMILES (low to high): 3 of the compounds above.
SMILES | AmpC detergent | LmPK inh | HCV inhibitor | HCMV inh | Tb PYK inh | AMA1 RON2 block | AmpC no deterg
COc1ccc(NC(=S)Nc2ccc(F)cc2)cc1 | -4% | -2% | -9% | ? | 2% | 2% | -8%
CCc1ccc(NC(=S)N2CCN(c3cccc(OC)c3)CC2)cc1 | 9% | 1% | -14% | -34 | -3% | 3% | -25%
Nc1ccn([C@@H]2O[C@H](C(=O)N3CCSC3)[C@@H](O)[C@H]2O)c(=O)n1 | . | . | . | -10 | 2% | -1% | .
